KKLEB cytotox – cytotoxicity in KKLEB CF airway cells, primary screen, cytotoxicity control for CF NF-kB inhibitor project, cell-based, uHTS, fluorescence assay plates; KKLEB CF airway cells viability, ATPlite luminescence, overnight; hits give low values; cells stimulated with P. aeruginosa culture filtrate; activity change (cytotoxicity), % at 5 µM; 360,000 compounds, 0.36% hits; AID 602141, 2011;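 active means corrected activity change at or below -50% at 5 µM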
NR2E3 ag-1 – inhibitors of NR2E3-RetCOR corepressor binding, primary screen, NR2E3 agonist project, biochemical, TR-FRET, GST-NR2E3, biotin-RetCOR; Photoreceptor-specific nuclear receptor (Homo sapiens), Q9Y5X4; 1536-well; inhibition of corepressor binding, % at 4.78 µM; 320,000 compounds, 0.12% hits; AID 2300, 2010;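 active means percent inhibition above the cutoff of mean plus 3 SD of all tested compounds, set per screening campaign, cut at about 20% in these data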;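 further: 0% = DMSO wells and 100% = biotin wells as full block of FRET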
Target sequence (Q9Y5X4 whole entry, looked up): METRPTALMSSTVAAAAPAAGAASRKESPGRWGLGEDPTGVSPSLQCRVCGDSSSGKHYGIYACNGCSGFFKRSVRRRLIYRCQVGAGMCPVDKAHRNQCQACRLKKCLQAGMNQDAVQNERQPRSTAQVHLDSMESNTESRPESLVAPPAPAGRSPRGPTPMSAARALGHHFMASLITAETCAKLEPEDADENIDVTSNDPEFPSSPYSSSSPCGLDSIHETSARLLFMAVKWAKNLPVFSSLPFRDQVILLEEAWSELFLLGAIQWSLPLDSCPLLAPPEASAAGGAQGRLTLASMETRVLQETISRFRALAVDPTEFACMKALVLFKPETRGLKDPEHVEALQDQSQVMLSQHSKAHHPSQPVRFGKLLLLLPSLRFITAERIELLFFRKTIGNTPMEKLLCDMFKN
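Material: NR2E3–RetCOR corepressor complex | Quantity: 1.35 nM GST-tagged NR2E3 final | Schedule: 5 h at 4 °C | Replication: Singlicate compound wells | Reagent: RetCOR corepressor, biotinylated, 7 nM | Controls: Biotin wells as high control, 0.6% DMSO wells as low control | Signal: TR-FRET, Eu(K)-anti-GST donor, streptavidin-D2 acceptor, ex 340, em 617/671 nm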
Peg3 prom inh – Peg3 promoter-driven luciferase inhibitors, primary screen, cell-based, HeLa, luciferase luminescence | HeLa PEG-Prom luciferase reporter, overnight | 360,000 compounds, 1.7% hits | inhibition, % at 20 µM;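 active means inhibition of at least 50% at 20 µM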
Shn3 inh set2 – reduction of Shn3 3'UTR firefly luciferase signal, primary screen, Schnurri-3 inhibitor project, cell-based, Clone20 osteoblasts, set 2; Clone20 osteoblast Shn3 3'UTR firefly luciferase, 24 h; inhibition, % at 12.5 µM; 360,000 compounds, 0.52% hits; AID 588674, 2011;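 active means mean inhibition of at least 75% with every replicate also reaching 75%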;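 further: 0% = median of neutral control wells and 100% = pilot-screen positive control compound; some compounds past the cut are filed as inactive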
TRAIL sens C8 – viability loss with TRAIL in NB7+C8 cells, primary screen, TRAIL sensitizer project, cell-based, ATPlite luminescence; inhibition (viability loss, TRAIL sensitization), % at 10 µM; 360,000 compounds, 1% hits; AID 624354, 2012;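 active means compounds causing at least 50% loss of cell viability in the single-dose screen, relative to plate controls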
TROY NFkB inh – inhibitors of TROY-driven NF-kB signaling, primary screen, Q293 LMP1-TROYcd cells, NF-kB luciferase, uHTS; Q293 LMP1-TROYcd NF-kB luciferase reporter, 4 h; AID 1347056, 2019; inhibition, % at 10 µM; 360,000 compounds, 0.98% hits;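 active means compounds whose plate-normalised and pattern-corrected inhibition of the luciferase reporter signal at the single screening dose is 50% or more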
TWEAK-Fn14 inh – inhibitors of TWEAK-Fn14 signaling, primary screen, luciferase reporter cells, uHTS; inhibition, % at 10 µM; TWEAK-stimulated Fn14 reporter cells, luciferase luminescence, 8 h; 360,000 compounds, 2% hits; in the data active means inhibition above about 50%
NR2E3 ag-2 – NR2E3 agonists in two-hybrid cells, primary screen, cell-based, luminescence, CHO-S, Gal4-NCOR/VP16-NR2E3; Photoreceptor-specific nuclear receptor (Homo sapiens), Q9Y5X4; inhibition of corepressor binding, % at 3.98 µM; 360,000 compounds, 0.35% hits; AID 602229, 2012; luciferase;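 active means inhibition above the mean of all tested compounds plus 3 SD, cut at about 70% in these data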;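 further: 0% = DMSO with NR2E3 transfected cells and 100% = cells lacking NR2E3 construct; higher means lower luciferase signal from less NR2E3 corepressor binding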
CF NFkB inh – inhibitors of PAF-induced NF-kB signaling, primary screen, cell-based, GFP fluorescence, uHTS. inhibition, % at 5 µM. KKLEB NF-kB-GFP reporter, GFP fluorescence overnight. AID 588850, 2011. 360,000 compounds, 0.86% hits;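 active means at least 50% inhibition at 5 µM, scaled per plate between neutral and stimulator controls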;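 further: PAF is a Pseudomonas aeruginosa culture filtrate used as stimulus; plate controls were PAF-stimulated DMSO wells for no effect and unstimulated DMSO wells for full effect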
TRPM1 prom inh – inhibitors of MITF-dependent TRPM1 promoter reporter, primary screen, cell-based, SK-MEL-5, single point, luciferase; inhibition, % at 12.5 µM; 330,000 compounds, 0.83% hits; SK-MEL-5 TRPM1 promoter luciferase, 24 h;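 active means mean inhibition across replicates of 60% or more, whatever share of single replicates reaches that level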; further: values of inactives mirror those of a sister screen read the other way
HIF-2a block – HIF-2a reporter inhibitors, primary screen, luminescence, 786-0 RCC cells. 786-0 RCC cells HIF-2a reporter, luciferase luminescence, overnight. inhibition, % at 18.8 µM. 360,000 compounds, 0.72% hits. AID 624352, 2012;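 active means inhibition of the luminescence signal of 40% or more relative to plate controls, in a single-dose primary screen at 18.75 µM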
An asterisk follows results filed as active; nt = not tested or not shown. Some of the compounds tested; the hit share may differ from the screen's.

Start of the listing, in advance:
SMILES	KKLEB cytotox	NR2E3 ag-1	Peg3 prom inh	Shn3 inh set2	TRAIL sens C8	TROY NFkB inh	TWEAK-Fn14 inh	NR2E3 ag-2	CF NFkB inh	TRPM1 prom inh	HIF-2a block
O=C(c1ccc(Br)cc1)N(Cc1ccco1)C1CCS(=O)(=O)C1 (configuration not stated)	-33	-3	14	-11	-4	1	-1	-8	9	9	13
CC1Cc2ccccc2N1C(=S)NC(=O)c1cccc(Br)c1 (configuration not stated)	-6	-2	16	-4	16	-39	-23	26	-22	9	-1
COc1cc2c(cc1OC)/C(=C/c1ccc(Cl)cc1)C(=O)OC2	-2	-5	35	-7	-3	50*	25	-24	7	-5	13

The listing, from the start:
SMILES	KKLEB cytotox	NR2E3 ag-1	Peg3 prom inh	Shn3 inh set2	TRAIL sens C8	TROY NFkB inh	TWEAK-Fn14 inh	NR2E3 ag-2	CF NFkB inh	TRPM1 prom inh	HIF-2a block
O=C(c1ccc(Br)cc1)N(Cc1ccco1)C1CCS(=O)(=O)C1 (configuration not stated)	-33	-3	14	-11	-4	1	-1	-8	9	9	13
CC1Cc2ccccc2N1C(=S)NC(=O)c1cccc(Br)c1 (configuration not stated)	-6	-2	16	-4	16	-39	-23	26	-22	9	-1
COc1cc2c(cc1OC)/C(=C/c1ccc(Cl)cc1)C(=O)OC2	-2	-5	35	-7	-3	50*	25	-24	7	-5	13
COc1ccc(-c2noc(C(C)NS(=O)(=O)c3ccc(NC(C)=O)cc3)n2)cc1 (configuration not stated)	12	4	8	0	1	12	10	-25	-13	1	-1
COc1cccc(S(=O)(=O)N(C)C[C@H]2OCc3cnnn3CCCC(=O)N([C@@H](C)CO)C[C@@H]2C)c1	-8	nt	-15	-7	-12	-18	-12	-17	6	nt	14
CCCCCCN1C[C@H](n2cc(COC(=O)c3ccccc3)nn2)[C@@H](O)C[C@@H]1c1ccc(OC)cc1	-6	nt	13	12	3	-9	-13	14	-8	nt	-1
Cc1ccc(CNC(=O)c2cccc(S(C)(=O)=O)c2)cc1	-8	4	9	-3	10	29	4	-15	12	-1	15
Cc1ccc(C(C)NC(=O)c2cc(C)oc2C)cc1 (configuration not stated)	5	-4	-1	-5	-9	6	4	-40	-5	3	3
c1coc(C2Nc3ccccc3C3OCCC23)c1 (configuration not stated)	-7	4	-9	72	8	-15	-6	5	3	-4	-7
COc1ccc(/C=C/C(=O)OCc2csc(-c3ccccc3)n2)cc1OC	-1	3	-5	23	-10	-6	-6	7	4	1	-46
CN1C(=S)SC(N2OC3C(=O)N(c4ccccc4)C(=O)C3C2c2ccc(Cl)cc2)C1(C)C (configuration not stated)	1	0	7	-3	-9	19	11	9	8	-2	15
O=C(CN1C(=O)/C(=C/c2ccccc2)Sc2ccccc21)NCCCN1CCOCC1	-9	0	12	-4	-8	-10	21	-15	8	-3	4
COc1ccc2[nH]c(=O)c(CN(Cc3ccc(C)cc3)Cc3nnnn3CC3CCCO3)cc2c1 (configuration not stated)	-5	3	-35	-4	2	-39	7	-8	17	-3	-101
COc1ccc(-c2csc(NC(=O)C3CCCO3)n2)cc1 (configuration not stated)	1	-1	-262	-58	8	-43	-19	-91	-2	-55	-178
CC1(C)Cc2c(sc(/N=C/N3CCCCC3)c2C#N)C(C)(C)N1	-3	1	-11	0	-8	-23	6	3	20	-11	-24
COc1cc(-c2coc3c(C(=O)NCc4ccc(C(F)(F)F)cc4)cccc23)ccc1O	-10	nt	-2	2	13	8	46	-78	-15	nt	-13
OCCC1CN(Cc2nc3ccc(F)cc3[nH]2)CCN1C1CCCC1 (configuration not stated)	1	-1	15	-20	24	4	4	4	5	5	18
COc1ccc(CNC(=O)C(c2ccco2)N(Cc2cccs2)C(=O)Cc2cccs2)cc1 (configuration not stated)	0	2	39	32	-3	13	35	-39	8	-1	6
O=C(c1ccc(CN2CCc3ccccc3C2)cc1)N1CCN(c2ccccc2)CC1	9	6	5	-9	-7	12	14	12	17	15	2
COc1cccc(NC(=O)CC2S/C(=N\S(=O)(=O)c3ccccc3)N(c3ccccc3)C2=O)c1 (configuration not stated)	0	-2	13	0	-3	1	17	-5	8	2	14
COc1ccc(-c2cn3nc(SCC(=O)NC4CCCCC4)ccc3n2)cc1	-18	-1	-219	-2	42	-62	11	-144	-20	-33	-146
OCc1nc2ccccc2n1CCCOc1ccccc1	1	-3	-163	-58	32	-55	-20	-62	-15	-54	-185
O=C(NNC(=O)C1COc2ccccc2O1)c1ccccc1 (configuration not stated)	-6	3	0	-8	-11	-2	13	-28	15	1	5
C=CCN1C(=O)C2C(C(=O)NC)C3(C)C=CC2(O3)C1C(=O)NCc1ccc(OC)cc1 (configuration not stated)	-2	-1	7	-17	-8	-13	-10	-7	-1	-9	16
CCn1c(SCC(=O)Nc2cc(C)nn2-c2ccccc2)nnc1-c1cccs1	-1	0	4	-15	-9	17	6	-12	-2	-7	12
O=C(OCc1ccc(COC(=O)c2ccccn2)cc1)c1ccccn1	4	0	-17	-11	-15	-34	-21	-30	16	-8	4
COC(=O)C1C(c2ccccc2)C(C(=O)N2CCN(C)CC2)C1c1ccccc1 (configuration not stated)	0	4	6	-56	0	9	-26	6	5	-3	12
CCCCn1c(O)c(N=Nc2ccccn2)c2ccccc21	12	-2	17	2	3	-24	0	-19	11	2	-3
O=C(O)c1ccc(C[n+]2c(-c3ccccc3)csc2Nc2ccccc2)cc1	5	2	2	11	4	-18	23	4	-7	1	18
CCN1CCN(CCNC(=O)c2ccc(CS(=O)(=O)c3c(Cl)cccc3Cl)o2)CC1	8	-3	16	4	3	2	-11	-12	2	4	-3
O=C(N/N=C/c1ccccc1F)c1cccc2ccccc12	-6	0	-91	-40	15	-48	0	1	19	-20	-118
Cn1cc(C(=O)c2ccccc2C(=O)O)cc1C(=O)C(Cl)(Cl)Cl	-13	1	7	-50	-11	-7	17	-25	9	-4	10
COc1ccccc1Nc1nnc(SC(C)C(=O)NC2CC2)s1 (configuration not stated)	3	2	-16	-19	-6	-2	-12	24	-6	-9	-19
O=C(Cc1csc(NC(=O)Nc2ccc(Cl)cc2)n1)NCc1cccnc1	14	2	-249	-53	45	-13	2	-62	-34	-40	-185
COc1ccc(-c2noc(COc3ccccc3OC)n2)cc1OC	-2	0	-67	10	-1	-60	-10	-35	9	nt	-143
Cc1ccc(S(=O)(=O)N(C)CC(=O)N2CCCCCCC2)cc1	-22	5	-4	12	-14	-18	-7	-17	2	-2	10
Cc1ccc([N+](=O)[O-])cc1S(=O)(=O)Nc1ccc(O)c(Sc2ncn[nH]2)c1	-2	0	16	22	-5	-10	22	-15	20	8	15
CC(=O)Oc1ccc(/C=C(\NC(=O)c2ccco2)C(=O)NCc2ccccc2)cc1	1	5	-12	11	-8	-2	14	-12	-7	-4	8
CCOC(=O)c1ccc(NC(=S)N2CCN(c3ccc(N4CCOCC4)nn3)CC2)cc1	-4	1	5	16	3	4	1	4	4	-17	14
O=c1c(N=Nc2ccc(O)cc2)c(-c2ccccc2)[nH]n1-c1ccc([N+](=O)[O-])cc1	-34	-2	-16	55	8	-2	4	-7	18	18	7
CCOC(=O)C1=C(Nc2ccccc2)CC(C)(O)C(C(=O)OCC)C1c1ccccc1 (configuration not stated)	-5	2	-2	-7	16	1	-23	4	5	13	15
Cc1cc(C(=O)NNC(=O)[C@H](C)NC(=O)c2ccc(Br)cc2)c(C)o1	-4	nt	-13	5	-6	-6	-9	2	-12	5	-5
O=C(/C=C/c1cccs1)c1cc(Br)ccc1OC(=O)N1CCOCC1	-17	-2	44	0	8	5	38	1	8	-11	38
O=C(NC(=O)c1c(F)cccc1F)Nc1cccc(Oc2ncc(Cl)cn2)c1	-11	nt	15	-2	25	8	21	12	5	3	-4
O=C(O)C1CCC(CN(Cc2cccc(Br)c2)C(=S)Nc2ccccc2F)CC1 (configuration not stated)	11	2	6	-19	3	2	2	2	-2	5	16
Cc1cc(N2CC(C)OC(C)C2)nc2ccccc12 (configuration not stated)	4	-1	-13	-3	4	19	1	-10	-1	11	8
Cc1[nH]c2ccc(C(=O)NC3CCC(C)CC3)cc2c1C (configuration not stated)	-8	-1	-187	-135	27	-57	-35	-113	-18	-84	-192
COC(=O)c1cc2oc(C)cc2n1CC(=O)N1CCCc2ccccc21	-1	0	12	-10	-15	-13	-11	-7	-22	1	2
Cc1cccc(C)c1OCc1n[nH]c(=S)n1-c1ccccc1	-4	-1	3	0	0	6	-8	11	0	-7	14
COc1cc(C)ccc1OCCCON1C(=O)CCC1=O	17	-3	-2	-7	-18	-20	-15	-2	-16	0	11
Cn1cnc([N+](=O)[O-])c1Nc1cccc(O)c1	-3	3	0	1	-4	-3	-1	-5	5	9	16
Cc1ccc(-c2nn3c(C)nnc3s2)cc1NC(=O)c1ccc(Br)o1	8	-1	-6	-7	-11	-1	-7	3	-42	-4	-14
OCC[C@H]1C[C@@H](O)[C@H](O)[C@@]2(Cc3ccccc3CO2)O1	0	1	-1	-11	-25	-28	-3	7	3	-4	7
Cc1nc2nc(COc3ccccc3)nn2c(C)c1Cl	6	3	-31	1	1	-38	-14	-12	6	-15	-71
COC(=O)c1nc2n(n1)C(c1ccc([N+](=O)[O-])cc1)C(C(=O)Nc1ccc(Cl)cc1)=C(C)N2 (configuration not stated)	1	4	21	6	-3	7	5	-7	5	0	-1
CCOc1ccc(NC(=O)COc2cccc3cccnc23)cc1S(=O)(=O)N1CCCC1	-4	nt	32	38	10	7	-14	11	-28	nt	-14
CCOc1ccc(N(CC(=O)Nc2cc(C)cc(C)c2)S(C)(=O)=O)cc1	18	2	-114	-40	29	-35	-28	-57	2	-28	-180
CC(C)(C)CC(=O)Nc1ccc(-c2cn3cccnc3n2)cc1	0	1	-249	-130	37	-45	-2	-38	1	-81	-220
CCNC(=O)C1(C)CCCN(C(=O)c2nc(C)oc2C)C1 (configuration not stated)	-7	nt	13	-1	11	6	-2	14	-14	nt	13
